Assay outcomes from PubChem.
aSyn yeast inh: inhibitors of alpha-synuclein toxicity in yeast. Yeast expressing alpha-synuclein, growth rescue, BacTiter-Glo, 24 h. Potency, µM (titrated, usually from 46.1 µM), inactives show at the top dose growth rescue (activation), most hits filed as activators. actives 0.14% (n = 370,000). AID 652106; note: potency is the fitted concentration of half-maximal effect; % of control where 0% means no effect; nearly all actives have a fitted effect of over 65% in size
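Rescue of yeast growth: cells expressing toxic alpha-synuclein, induced in galactose at OD600 0.02, incubated with compound 24 h at 30 C. ATP luminescence quantified growth; inhibitors of toxicity appear as activators.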
DRD3 agonist: activates the human D3 dopamine receptor; P35462; D3R DiscoveRx beta-arrestin cells, luminescence, 90 min; max activation, %; actives 0.58% (n = 410,000); AID 652048; in the data active = max activation above about 30%; note: 0% is about no effect; mostly tested at two doses, the higher about 12 µM
Target sequence (P35462 whole entry, looked up): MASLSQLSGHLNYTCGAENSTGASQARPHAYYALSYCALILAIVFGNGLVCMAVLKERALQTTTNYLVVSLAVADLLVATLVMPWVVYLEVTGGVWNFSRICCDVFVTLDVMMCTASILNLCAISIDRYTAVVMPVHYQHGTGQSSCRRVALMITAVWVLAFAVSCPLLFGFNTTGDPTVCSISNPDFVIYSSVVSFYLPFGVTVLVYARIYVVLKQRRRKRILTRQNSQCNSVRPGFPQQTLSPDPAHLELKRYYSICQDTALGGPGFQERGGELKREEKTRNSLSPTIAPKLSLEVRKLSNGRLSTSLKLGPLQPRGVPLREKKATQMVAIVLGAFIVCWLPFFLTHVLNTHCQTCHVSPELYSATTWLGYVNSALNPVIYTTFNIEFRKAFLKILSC
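Agonist mode: compounds and dopamine controls were applied to plated cells for 90 min at 37 degrees C after an overnight attachment at 1500 cells/well. Luminescent read-out followed 30 - 60 minutes at room temperature with DiscoveRx detection reagent.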
PTHR1 agonist: agonists of human PTHR1 parathyroid hormone receptor. Q03431. Potency, µM (highest dose often 115 µM), for inactives: at the highest dose activation, hits mostly activators. actives 0.075% (n = 410,000). HEK293 GP2 PTHR1 cells, GloSensor cAMP luminescence, 1 h; note: potency is the fitted concentration of half-maximal effect; nearly all actives have a fitted effect of over 55% in size; some results filed as inactive show a strong effect at the top dose; inactives centre near -15; many of its hits are not listed in these tables
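HEK-293-derived GP2 cells expressing PTHR1 and a GloSensor cAMP reporter, 3,000/well, plated overnight, given luciferin plus IBMX (each 0.5 mM as added) for 1 h at 37 °C, then compound for 1 h at 37 °C. Luminescence was read after 15 min at room temperature.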
GLP1R cytotox: cytotoxicity counter-screen for GLP-1 receptor inverse agonists. HEK293 cAMP-luciferase reporter cells, luminescence, 24 h. Potency, µM (titrated, usually from 38.3 µM), for the others: top-dose activity change, negative = inhibition, most hits filed as inhibitors. actives 0.13% (n = 410,000). AID 624418;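 note: loss of luciferase light is scored as toxicity; potency is the fitted concentration of half-maximal effect; % is set by controls: 0 for no effect and ±100 for the full control effect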
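Luminescence readout: signal drop marks cytotoxicity. Plated cells grew 12 h at 37 °C, 5% CO2, received 23 nL compound for 24 h, then got luciferase reagent, read after 12 min at RT.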
DRD3 antagonist: D3 dopamine receptor (human) antagonism; max response, negative = inhibition, %; D3R cells, DiscoveRx beta-arrestin luminescence, antagonist mode; active compounds read low; actives 2.5% (n = 360,000); AID 652054; P35462; in the data active = max response below about -50%; inconclusive = no clear call, values can overlap the other calls; note: % is set by controls: 0 for no effect and ±100 for the full control effect; mostly tested at two doses, the higher about 12 µM
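Cells expressing the human receptor were seeded at 1500 cells/well, incubated overnight at 37 degrees C in 5% CO2, then exposed to library compounds with dopamine controls for 90 minutes at 37 degrees C before luminescent detection.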
TDP43 rescue: inhibitors of TDP-43 toxicity in yeast; TDP-43 expressing yeast growth rescue, BacTiter-Glo, 24 h; Potency, µM (titrated, usually from 46.1 µM), for the others: at the top dose growth rescue (activation), actives largely listed as activators; actives 1.8% (n = 410,000); note: potency is the fitted concentration of half-maximal effect; % of control where 0% means no effect; nearly all actives have a fitted effect of over 50% in size
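In this qHTS, compounds that restore growth of yeast expressing TDP-43 appear as activators. Cells (OD600=0.02, galactose medium, raffinose-pregrown) are incubated with compound 24 hr at 30 deg C and growth is quantified by BacTiter-Glo.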
GLP1R inv ag: GLP-1 receptor (human) inverse agonism; HEK293 GLP-1R CRE-luciferase, luminescence, 24 h; GLP-1R form is constitutively active; P43220; actives 1.6% (n = 410,000); Potency, µM (highest dose often 38.3 µM), inactives show at the top dose activity change, negative = inhibition, usual class: inhibitors; note: potency is the fitted concentration of half-maximal effect; % is set by controls: 0 for no effect and ±100 for the full control effect; nearly all actives have a fitted effect of over 55% in size
Target sequence (P43220 whole entry, looked up): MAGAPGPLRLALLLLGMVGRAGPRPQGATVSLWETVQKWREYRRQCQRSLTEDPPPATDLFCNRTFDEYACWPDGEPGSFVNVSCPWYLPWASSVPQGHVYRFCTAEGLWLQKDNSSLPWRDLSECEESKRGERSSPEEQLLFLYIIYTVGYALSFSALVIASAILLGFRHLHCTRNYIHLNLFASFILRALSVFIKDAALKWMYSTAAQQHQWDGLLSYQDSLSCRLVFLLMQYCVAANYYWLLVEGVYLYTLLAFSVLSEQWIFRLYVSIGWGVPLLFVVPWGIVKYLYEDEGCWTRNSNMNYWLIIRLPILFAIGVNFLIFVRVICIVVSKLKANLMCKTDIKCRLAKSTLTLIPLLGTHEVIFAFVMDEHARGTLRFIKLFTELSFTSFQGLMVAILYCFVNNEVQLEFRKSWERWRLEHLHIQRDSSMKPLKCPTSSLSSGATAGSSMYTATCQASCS
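qHTS in 1536-well format: reporter HEK293 cells expressing constitutive GLP-1R activity in DMEM + 10% Nu serum, 24 hr with compounds at 37 deg C, luminescence read after 12 min with detection reagent.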
GLP1R ag: GLP-1 receptor (human) agonism; HEK293 GLP-1R CRE-luciferase, luminescence, 4-6 h; cells express a hypersensitive GLP-1R form; Potency, µM (titrated, usually from 45.6 µM), inactives show top-dose activation, actives largely listed as activators; actives 0.007% (n = 380,000); AID 624172; note: potency is the fitted concentration of half-maximal effect; % of control where 0% means no effect
KB-V1 cytotox: kills drug-selected multidrug resistant KB-V1 cells. actives 3.4% (n = 400,000). Potency, µM (highest dose often 46.1 µM), for inactives: top-dose activity change, negative = cytotoxicity, actives largely listed as cytotoxic. KB-V1 MDR cells viability, CellTiter-Glo, 72 h; note: potency is the fitted concentration of half-maximal effect; % is set by controls: 0 for no effect and ±100 for the full control effect; nearly all actives have a fitted effect of over 60% in size
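Drug-selected KB-V1 cells, grown in DMEM lacking phenol red with 10% FBS, receive compound titrations; after three days at 37 degrees C, surviving cell ATP is quantified by CellTiter-Glo luminescence and responses normalized and curve-fitted.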
Numbers without * were called inactive; i = inactive; ? = inconclusive; . = not tested or not shown; & = joins results of further samples; [ ] = another dose, or the depositor's remark. Unless noted, calls come from the whole dose curve; as a rule, active = well fitted curve in the direction sought with a large enough effect; inconclusive = small, poorly fitted or top-dose-only effect, or another doubt; inactive = no such curve, though single readings can be large; an effect the other way counts as inactive or inconclusive. Not all compounds are listed; count on the stated rates, not on these rows.

The first three entries, ahead of the listing:
SMILES	aSyn yeast inh	DRD3 agonist	PTHR1 agonist	GLP1R cytotox	DRD3 antagonist	TDP43 rescue	GLP1R inv ag	GLP1R ag	KB-V1 cytotox
CCOC(=O)C1(C)CCCN(C(=O)c2ccc(-c3ccccc3)cc2)C1 (stereo not drawn)	-3%	-5	-20%	12%	-1	10%	-10%	8%	0%
CC(=O)C(/C=N/c1ncc(C(F)(F)F)cc1Cl)=C(\C)O	-9%	-6	-33%[inhibitor]	6%	-17	0%	23%	-2%	?
Cc1nn(-c2ccc(F)cc2)c(-n2cccc2)c1C(=O)NCCCN1CCN(c2ccccc2F)CC1	?	12	-28%	-3%	.	0%	?	3%	?

Results, from the start:
SMILES	aSyn yeast inh	DRD3 agonist	PTHR1 agonist	GLP1R cytotox	DRD3 antagonist	TDP43 rescue	GLP1R inv ag	GLP1R ag	KB-V1 cytotox
CCOC(=O)C1(C)CCCN(C(=O)c2ccc(-c3ccccc3)cc2)C1 (stereo not drawn)	-3%	-5	-20%	12%	-1	10%	-10%	8%	0%
CC(=O)C(/C=N/c1ncc(C(F)(F)F)cc1Cl)=C(\C)O	-9%	-6	-33%[inhibitor]	6%	-17	0%	23%	-2%	?
Cc1nn(-c2ccc(F)cc2)c(-n2cccc2)c1C(=O)NCCCN1CCN(c2ccccc2F)CC1	?	12	-28%	-3%	.	0%	?	3%	?
CCN(CC)CCNC(=O)c1nn(-c2ccc(OC)c(Cl)c2)c(=O)c2c1c1ccccc1n2C	.	0	i	4%	.	7%	1%	.	0%
Cc1cc(C(=O)Nc2ccc(S(=O)(=O)Nc3nccs3)cc2)c(C)o1	1%	9	-36%	2%	5	-15%	3%	-3%	12%
CCCN(C)C[C@@H]1OCCCC[C@@H](C)Oc2ccc(NS(=O)(=O)c3ccc(OC)cc3)cc2C(=O)N([C@H](C)CO)C[C@@H]1C	2%	-2	0%	3%	0	9%	28%	-1%	-24%
COc1cccc(C2NC(=O)NC(O)(C(F)(F)F)C2C(=O)c2cccnc2)c1OC (stereo not drawn)	-1%	-2	-1%[57.5 µM]	-11%	21	-2%	?	-10%	11%
C[C@H]1CCCCO[C@H](CN(C)C(=O)Nc2ccc(F)cc2)[C@@H](C)CN([C@@H](C)CO)C(=O)c2cc(NC(=O)Nc3ccc4c(c3)OCO4)ccc2O1	4%	10	-31%[inhibitor]	-21%	35	?	?	18%	2%
CC[C@H](C)[C@H](NC(=O)OCc1ccccc1)C(=O)OCC(=O)N(C)CC(=O)Nc1ccccc1Cl	5%	-6	-6%	16%	16	0%	?	10%	?
COc1cc(O)c(/C=N/NC(=O)c2ccncc2)c(OC)c1[N+](=O)[O-]	0%	5	-24%	4%	28	?	11%	-6%	5%
COc1ccc(C(=O)NNC(=O)Cc2nc3ccccc3n2C)cc1	-10%	3	i	-4%	2	4%	1%	-1%	?
COc1ccc(NC2=CC(c3ccccc3)N(c3ccc(OC)cc3)C2=O)cc1 (stereo not drawn)	0%	0	i	2%	1	15%	?	8%	-8%
N#CC(=Cc1cccs1)c1nc(-c2ccc(Cl)cc2)cs1	2%	1	i	-10%	-3	22%	-2%	1%	4%
O=C(/C=C/c1ccc([N+](=O)[O-])cc1)N1CCN(S(=O)(=O)c2ccccc2)CC1	-2%	-12	-9%	5%	-8	1%	0%	2%	-16%
C=CCNc1oc(-c2ccco2)nc1S(=O)(=O)c1ccccc1	3%	6	i	9%	12	-7%	-4%	23%	-30%
CSc1ccc(S(=O)(=O)Nc2ccccc2C(=O)N2CCOCC2)cc1	-2%	6	i	-3%	19	26%	10%	-6%	2%
O=C(Nc1ccc2c(c1)C(=O)N(c1ccccc1)C2=O)c1cccs1	-2%	-4	-38%	3%	-13	-16%	24%	-2%	-25%
O=C(NCCc1ccc2c(c1)OCCO2)c1ccc(F)cc1	-14%	-3	-10%	6%	-23	-13%	-7%	12%	23µM*
COC(=O)Cc1sc(-c2ccccn2)nc1-c1ccccc1	-22%	0	i	1%	3	-7%	-10%	9%	?
CCCCN1CCC(CN2C(=S)NC[C@@H]2CC(C)C)CC1	-1%	-46	17%	-10%	-80*	-10%	-1%	7%	-1%
O=C(Nc1ccccn1)c1ccc(S(=O)(=O)N2CCCCC2)cc1	7%	3	-2%	2%	17	-7%	-29%	11%	?
O=C(CSc1nc2ccccc2s1)NCCOc1ccccc1	30%	-1	-28%	9%	8	2%	?	16%	4%
O=C(N/C=C/c1ccccc1)c1ccccc1	-11%	-25	i	-3%	?	12%	-25%	10%	?
Cc1cc(C)c(S(=O)(=O)Cc2ccccc2)c(=O)[nH]1	-6%	6	i	6%	1	1%	1%	-9%	1%
O=C1NC(c2cccc(Cl)c2)Nc2ccccc21 (stereo not drawn)	2%	-3	i	-4%	-14	-20%	?	8%	8.2µM*
CCOc1cc(N2CCOCC2)c(OCC)cc1NC(=O)c1cc(S(=O)(=O)N2CCOCC2)ccc1Cl	-1%	3	-15%	-3%	19	5%	8%	-8%	?
Cc1cc([N+](=O)[O-])nn1CC(=O)N1CCOCC1	0%	-6	-15%	0%	-6	1%	-10%	6%	-8%
O=C(NC(=S)Nc1cccc(O)c1)C12CC3CC(CC(C3)C1)C2	25%	-3	-16%	-11%	-24	?	?	10%	?
COc1cc(C2NC(=O)NC(C)=C2C(=O)OC2CCCCC2)cc(Br)c1O (stereo not drawn)	3%	0	-27%[57.5 µM]	-30%	14	-13%	-10%	13%	-9%
Fc1ccc(-c2nc(Nc3ccc(F)c(Cl)c3)nc3c2COc2ccccc2-3)cc1	.	6	i	13%	.	16%	12%	.	-9%
COC(C(=O)Nc1ccc(F)c(F)c1)c1ccccc1 (stereo not drawn)	.	0	i	-2%	-12	?	0%	-10%	0%
COC(=O)[C@@]1(Cc2ccc(F)cc2)[C@H]2c3cc(C(=O)N(C)C)n(CCF)c3C[C@H]2CN1C(=O)c1ccccc1	?	3	0%	0%	0	?	6%	2%	?
CCn1cc(C(=O)NCCCN2CCC(C)CC2)c(=O)c2cc(S(=O)(=O)N(C)C3CCCCC3)ccc21	-1%	-5&-9	-46%[inhibitor]	?	-3	-4%&0%	10µM*	7%&-1%	?
COc1ccc(N2C(=O)CC(Nc3ccc(C)cc3)C2=O)cc1 (stereo not drawn)	-7%	-10	i	4%	?	-8%	0%	-19%	-10%
O=C(C1CCCCC1)N(Cc1nc2sc3c(c2c(=O)[nH]1)CCCC3)Cc1cccs1	20%	17	-35%[inhibitor]	-12%	-14	18%	-9%	-12%	3%
COc1ccc(CCNS(=O)(=O)c2cn(C)nc2C)cc1	4%	1	i	0%	10	5%	12%	5%	26%
CC(=O)Nc1ccc(S(=O)(=O)N[C@@H](C)C(=O)OCC(=O)c2ccc(C)cc2)cc1	-3%	1	i	4%	3	3%	6%	3%	15%
Cc1ccc(Cl)cc1N1CCN(C(=O)c2cn(C3CCCCC3)c(=O)c3c2c2ccccc2n3C)CC1	.	3	i	2%	.	24%	4%	.	4%
O=C(NCc1cccc(C(F)(F)F)c1)c1ccc2sc(COCCO)nc2c1	-4%	1	-38%[inhibitor]	5%	?	?	-4%	-2%	2%
CCCCC[C@H](C)N1C[C@@H](COCc2ccccc2)Oc2cc(N3CCC[C@@H]3CO)ccc2S1(=O)=O	1%	5	-43%[inhibitor]	-8%	9	0%	?	-1%	14%
COC(=O)c1ccc(COc2ccccc2/C=C(\C#N)C(=O)Nc2ccc(C)cc2C)cc1	9%	3	-16%	0%	2	-11%	15%	8%	?
CCCCCOCC1CC(C/C(C)=N/Nc2nc(-c3ccccc3)cs2)C(=O)O1 (stereo not drawn)	-2%	0	-1%[57.5 µM]	0%	15	-6%	0%	2%	-5%
O=C(Cc1cccc(C(F)(F)F)c1)NCC(c1ccco1)N1CCCCC1 (stereo not drawn)	-3%	-7	i	-2%	7	18%	?	2%	?
CCN(CC)CCCN1C(=O)c2oc3ccccc3c(=O)c2C1c1cc(OC)ccc1OC (stereo not drawn)	-7%	-7	-3%[57.5 µM]	-12%	5	-21%	3%	1%	?
CCCOc1ccc(-c2nc3ccccc3c(=O)o2)cc1	2%	5	-17%	-6%	.	10%	9%	-2%	0%
Clc1ccc(CCNc2ncnc3c2c(-c2ccccc2)cn3-c2ccccc2)cc1	.	-2	i	-3%	.	22%	?	.	.
C1=C2C[N+]3(CCCC3)CC2Cc2ccc3ccccc3c21 (stereo not drawn)	5%	2	-9%[57.5 µM]	7%	-17	-7%	-37%	-7%	?
COc1ccc(/C=N/Nc2cc(C)nc(N)n2)cc1	-5%	-10	-2%	9%	-13	-10%	38%[activator]	11%	-24%
O=C(CSc1nnnn1C1CC1)N1CCN(c2cccc(Cl)c2)CC1	3%	-14	-48%[inhibitor]	10%	?	11%	-21%	-3%	-5%
CCNc1nc(CN2CCOCC2)nc2sc3c(c12)CCC3	-13%	-7	-3%	22%	-9	8%	-7%	6%	-5%

The list continues.
SMILES	aSyn yeast inh	DRD3 agonist	PTHR1 agonist	GLP1R cytotox	DRD3 antagonist	TDP43 rescue	GLP1R inv ag	GLP1R ag	KB-V1 cytotox
Cc1cc2ccccc2c(=O)n1CC(=O)NCC(=O)N(C)Cc1ccccc1	-8%	-1	-15%	-11%	-11	21%	0%	-1%	13%
Nc1cc(C(F)(F)F)ccc1NCCc1ccccn1	-1%	-8	-16%	6%	-7	-7%	?	17%	-2%
Cc1ccc(N(C)C(=O)Cn2cc(S(=O)(=O)N3CCCC3)c(S(=O)(=O)N3CCCC3)c2)cc1	.	3	i	-1%	.	15%	5%	.	24%
O=C(COC(=O)CN1C(=O)C2CCCCC2C1=O)Nc1ccc(S(=O)(=O)N2CCOCC2)cc1 (stereo not drawn)	-5%	-5	i	-4%	7	-2%	7%	-2%	2%
FC(F)(F)c1cccc(Nc2c3c(nc4ccc(Cl)cc24)CCC3)c1	.	1	-18%	?	.	?	?	.	.
